4MU fluor = compounds fluorescent in 4-MU spectral region. compound autofluorescence, 340/450 nm, 4-MU equivalents; stronger effect = higher value. max dye-equivalent concentration, M. actives 11% (n = 59,000); in the data active means max dye-equivalent concentration above about 10 nM; inconclusive means mostly about 1.1 nM to 9.6 nM
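Intrinsic fluorescence at 340/450 nm (ex/em) was read after 15 min at room temperature in pH 8.0, 100 mM Tris. Each compound concentration expressed as 4-MU-equivalent concentration from a six-point 4-MU standard series on each plate.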
Ub-GFP proteasome = proteasome inhibitors stabilizing ubiquitin-GFP reporter; 67,000 tested, under 10 active; Ubiquitin-GFP reporter cells, proteasome inhibition, GFP fluorescence; response scale: untreated = 0%, 10 µM MG-132 = 100%; Potency, µM (titrated, usually from 45.9 µM), for inactives: top-dose activation (GFP accumulation), most hits filed as activators; AID 526; active means well fitted activation curve with a large enough effect, not every such curve was filed as active; inconclusive means small, poorly fitted or top-dose-only effect, or another doubt; inactive means no such curve, though single readings can be large or run the other way; further: potency means the concentration at half of the fitted maximal effect
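GFP accumulation read-out: laser plate cytometry counting ubiquitin(G76V)-GFP-expressing U2OS cells after 4 hr compound exposure at 37 °C. Titrations spanned 46 uM to 2.9 nM; 0% = basal, 100% = 10 uM MG-132; concentration-response curves fitted.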
ERK AVP inh = vasopressin-driven ERK pathway inhibition | HEK293-V1b, vasopressin-stimulated pERK AlphaScreen | Potency, µM (highest dose often 57.5 µM), for the others: at the highest dose activity, negative = inhibition, most hits filed as inhibitors | actives 0.99% (n = 72,000); further: potency means the concentration at half of the fitted maximal effect; on the % scale 0 is the no-effect control and ±100 the full control effect; nearly all actives have a fitted effect of over 55% in size
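Overnight-seeded V1b-HEK293 cells in 1% FBS got compound, then vasopressin (25 nM final, 5 min, 37C), then lysis buffer. AlphaScreen detection of phospho-ERK; activity normalized to basal and full-stimulation controls.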
FLuc inh = firefly luciferase inhibition | P08659 | purified firefly luciferase, luminescence, 8 min | Potency, µM (series often up to 57.1 µM), for inactives: at the top dose activity change, negative = inhibition, actives largely listed as inhibitors | actives 2.2% (n = 72,000); further: potency means the concentration at half of the fitted maximal effect; on the % scale 0 is the no-effect control and ±100 the full control effect; nearly all actives have a fitted effect of over 40% in size
Target sequence (P08659 whole entry, looked up): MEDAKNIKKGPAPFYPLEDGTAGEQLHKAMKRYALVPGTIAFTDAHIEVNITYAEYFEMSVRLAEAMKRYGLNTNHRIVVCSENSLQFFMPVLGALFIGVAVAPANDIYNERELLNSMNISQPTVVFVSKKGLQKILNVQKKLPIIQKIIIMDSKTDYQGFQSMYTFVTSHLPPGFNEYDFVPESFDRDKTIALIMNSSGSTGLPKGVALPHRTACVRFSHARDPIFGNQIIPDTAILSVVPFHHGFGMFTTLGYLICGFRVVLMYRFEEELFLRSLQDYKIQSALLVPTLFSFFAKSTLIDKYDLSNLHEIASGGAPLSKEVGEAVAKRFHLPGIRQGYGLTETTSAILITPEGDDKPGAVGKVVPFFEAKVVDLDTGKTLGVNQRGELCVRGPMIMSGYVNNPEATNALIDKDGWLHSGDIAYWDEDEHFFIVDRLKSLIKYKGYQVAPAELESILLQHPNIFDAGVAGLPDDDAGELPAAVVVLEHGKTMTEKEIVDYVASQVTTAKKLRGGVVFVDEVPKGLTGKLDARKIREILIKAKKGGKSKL
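Firefly luciferase (PKLight detection mix) with 10 uM ATP in pH 7.2 imidazole buffer (KCl, MgCl2, Tween 20, BSA). Compounds tested across a concentration series (qHTS). Luminescence read after 8 min at ambient temperature.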
Fluorescein autfl = fluorescein region autofluorescence | Compound autofluorescence, 480/540 nm, fluorescein-equivalent; stronger effect = higher value | max fluorescein-equivalent concentration, M | actives 0.91% (n = 59,000); in the data active means max fluorescein-equivalent concentration above about 10 nM; inconclusive means between about 1.1 nM and that limit
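Compounds (23 nL) in 100 mM Tris pH 8.0, 15 min at room temperature, then fluorescence read at 480 nm excitation/540 nm emission. Signal converted to fluorescein-equivalent concentration from an on-plate fluorescein standard curve.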
Epigenetic mod = epigenetic GFP locus derepression in mouse cells | mouse C127i GFP locus derepression, cytometry, 30 h | Potency, µM (highest dose often 46.1 µM), without a hit: at the highest dose GFP derepression (activation) | actives 0.09% (n = 68,000) | AID 597; further: % of control where 0% means no effect
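Locus derepression in mouse mammary C127i cells whose integrated CMV-GFP reporter is normally silent; GFP expression after 30 h compound treatment was quantified by counting fluorescent cells.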
Texas Red fluor = compound fluoresces in the Texas Red spectral region | actives 0.06% (n = 59,000) | max dye-equivalent concentration, M | Compound fluorescence, Texas Red channel, 547/618 nm; stronger effect = higher value; in the data active means max dye-equivalent concentration above about 10 nM; inconclusive means between about 1.1 nM and that limit
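Compound fluorescence was read after 15 min at room temperature in 100 mM Tris, pH 8.0, using 547 nm excitation and 618 nm emission across a concentration series. It was expressed as Texas Red dye-equivalent concentration from an on-plate standard curve.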
Hsp90 Hop PPI = changes Hsp90-Hop TPR2A binding signal, up or down. Potency, µM (series often up to 57 µM), without a hit: at the highest dose activity change, negative = inhibition. AID 595. AlphaScreen TPR2A-His6 binding biotin-Hsp90 C-terminal peptide. actives 0.44% (n = 71,000); active means well fitted curve in either direction with a large enough effect; inconclusive means small, poorly fitted or top-dose-only effect, or another doubt; further: potency means the concentration at half of the fitted maximal effect; on the % scale 0 is the no-effect control and ±100 the full control effect; many of its hits are not listed in these tables
HBB splicing = modulators of hemoglobin beta chain splicing; HBB splicing reporter cell assay, activation; EGFP reporter with mutant IVS2-654 intron; response scale: normalised to 500 nM splice-correcting PNA; Potency, µM (series often up to 46.1 µM), inactives show at the top dose activation, hits mostly activators; actives 0.06% (n = 65,000); further: potency means the concentration at half of the fitted maximal effect; 0% is about no effect
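Compounds were applied for 2 days to HeLa EGFP-654 cells, 500/well in Optimem with 2% FCS. The reporter's EGFP is disrupted by mis-splicing of beta-globin intron IVS2-654. Readout: summed well GFP fluorescence from 488 nm laser scanning; reference was 500 nM antisense […] 654 PNA.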
A350 autofl = A350 region autofluorescence | Compound autofluorescence, 340/450 nm, Alexa 350 dye-equivalents; stronger effect = higher value | max dye-equivalent concentration, M | actives 11% (n = 59,000) | AID 590; in the data active means max dye-equivalent concentration above about 10 nM; inconclusive means mostly about 1.1 nM to 9.6 nM
CRE-bla Fsk = alters forskolin-stimulated CRE reporter signaling in CHO cells; CHO CRE-bla reporter (cAMP response element driving beta-lactamase), forskolin EC10, beta-lactamase ratio; Potency, µM (series often up to 38.2 µM), for inactives: top-dose activity change, negative = inhibition, hits mostly activators; actives 2.5% (n = 71,000); active means well fitted activation curve with a large enough effect in the signal ratio, with a control signal flat, not every such curve was filed as active; inconclusive means small, poorly fitted or top-dose-only effect, or effect the other way, or a change in a side signal; the % refers to the signal ratio; further: potency means the concentration at half of the fitted maximal effect; % of control where 0% means no effect
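Cells were plated overnight at 37 °C, exposed to compound titrations plus EC10 NKH 477 for 3 h, then given CCF4 dye for 2 h at room temperature. Blue/green (460/530 nm) ratio was converted to %Activity and AC50 values calculated.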
* hit, by the source's call; i = inactive; ? = inconclusive; nt = no result given; [ ] = dose if it differs, or a comment. Unless noted, the call rests on the fitted dose curve; in most records, active means well fitted curve in the direction sought with a large enough effect; inconclusive means small, poorly fitted or top-dose-only effect, or another doubt; inactive means no such curve, though single readings can be large; an effect the other way counts as inactive or inconclusive. These rows are one share of the data (hit frequency here may not be typical).

SMILES	4MU fluor	Ub-GFP proteasome	ERK AVP inh	FLuc inh	Fluorescein autfl	Epigenetic mod	Texas Red fluor	Hsp90 Hop PPI	HBB splicing	A350 autofl	CRE-bla Fsk
COc1ccc(OCc2cccc(C(=O)O)c2)cc1	i	4%	17%	2µM*	i	0%	i	-1%	-0.9%	i	-11%
CC(C)Cn1c(=O)c(C2=NS(=O)(=O)c3ccccc3N2)c(O)c2ccccc21	nt	-6%	?	-1%	nt	-2%	nt	-2%	-0.7%	nt	14%
O=C(Cn1c(=O)oc2ccccc21)Nc1ccc(S(=O)(=O)N2CCCCC2)cc1	i	-3%	15%	1%	i	14%	?	-7%	-0.4%	i	19%
O=C(NNC(=O)c1ccncc1)c1ccncc1	i	1%[9.17 µM]	8%[11.5 µM]	1%[11.4 µM]	?	0%[9.22 µM]	i	-3%[11 µM]	1.4%[9.22 µM]	i	11%[7.6 µM]
Cc1ccc(OCCNC(=O)c2ccco2)cc1C	nt	?	?	-19%	nt	-6%	nt	-4%	-1.4%	nt	3%
CCCCNC(=O)c1ccc(CS(=O)(=O)c2cccc(C(F)(F)F)c2)o1	i	2%	9%	2%	i	-2%	?	0%	3.1%[1.84 µM]	i	-6%
CCC(C)NC(=O)C1CC(c2cccc(OC)c2)=NO1 (stereo unspecified)	i	-2%	15%	0%	i	2%	i	-1%	-0.2%	i	24%
Nc1nc(N)nc(-c2ccccc2)n1	i	7%	-15%	-1%	?	-2%	i	-2%	-0.6%[57.5 µM]	i	13%
COc1ccc(N2CCN(C(=O)C(C)(C)Oc3ccc(Cl)cc3)CC2)cc1	nt	6%	?	-3%	nt	nt	nt	-5%[2.3 µM]	-1.0%	nt	-16%
COC(=O)C1=C(C)OC(N)=C(C#N)C1C1CCCCC1 (stereo unspecified)	i	-1%	-1%	1%	i	-1%	i	-1%	-1.3%	i	-29%
Cn1c(COc2ccc(Cl)cc2)nc2ccccc2c1=O	i	2%	10%	-2%	?	0%	i	0%	-0.7%	i	14%
COc1ccc(NC(=O)C2CCCN2C(=O)NC2CCCCC2)cc1OC (stereo unspecified)	i	-1%	3%	1%	i	2%	?	-1%	nt	i	?
COc1ccc(C2CC(C(F)(F)F)n3nc(C(=O)Nc4ccc5c(c4)OCO5)cc3N2)cc1 (stereo unspecified)	nt	3%	0%	-4%	nt	0%	nt	-4%	-1.6%[9.22 µM]	nt	-8%
O=C1C2C3C=CC(C3=C3CCCCC3)C2C(=O)N1c1ccccc1 (stereo unspecified)	i	nt	-23%	5%	i	-2%	?	-4%	1.0%[0.369 µM]	i	9%
CCOC(=O)c1c(C)nc2ncccn12	2.7e-08M*	-13%	-27%	2%	i	-1%	i	-2%	-0.4%	3.1e-08M*	?
Cc1ccc(NC(=O)c2nnn(CC(=O)Nc3ccccc3)c2N)cc1C	i	-11%	6%	-7%	i	0%	i	1%	0.6%	i	?
Nc1nc(CSc2nc3ccccc3[nH]2)cs1	nt	9%[9.17 µM]	-5%	-21%	nt	0%	nt	-5%[11 µM]	0.4%[0.0738 µM]	nt	7%[7.6 µM]
COn1cnnc1-c1ccccc1	i	nt	4%	0%	i	-2%	?	2%	1.5%[0.369 µM]	i	12%
CC(C)c1nnc(NC(=O)CSc2nc3ccccc3s2)s1	i	4%	-17%	0%	i	1%	i	0%	2.3%	i	4%
Cc1ccc(N(Cc2cc(=O)[nH]c3ccccc23)C(=O)c2ccco2)cc1	i	3%	-28%	-2%	?	-1%	i	-4%	0.9%	i	4%
CCCCc1ccc(CC(=O)O)cc1	i	0%	7%	1%	i	-1%	i	1%	0.3%[57.5 µM]	i	-9%
Cc1onc(-c2ccccc2)c1C(=O)NC(C)C	nt	-7%	-14%	-1%	nt	3%	nt	-3%	-0.2%	nt	-3%
COc1ccc(-c2cc(N)n(S(=O)(=O)Cc3ccccc3)n2)c(OC)c1	nt	12%	-16%	-1%	nt	7%	nt	0%	-0.9%	nt	7%
CSC1=NCCN1C(=O)C(C)(C)Oc1ccc(Cl)cc1	nt	-12%	-5%	-6%	nt	5%	nt	3%	-0.4%	nt	-7%
CCC(C)NC(=O)c1ccccc1C(=O)NC(C)CC (stereo unspecified)	i	-16%	-10%	1%	i	-3%	i	-2%	-0.2%	i	?

By substructure: those above containing a Cl atom.
SMILES	4MU fluor	Ub-GFP proteasome	ERK AVP inh	FLuc inh	Fluorescein autfl	Epigenetic mod	Texas Red fluor	Hsp90 Hop PPI	HBB splicing	A350 autofl	CRE-bla Fsk
COc1ccc(N2CCN(C(=O)C(C)(C)Oc3ccc(Cl)cc3)CC2)cc1	nt	6%	?	-3%	nt	nt	nt	-5%[2.3 µM]	-1.0%	nt	-16%
Cn1c(COc2ccc(Cl)cc2)nc2ccccc2c1=O	i	2%	10%	-2%	?	0%	i	0%	-0.7%	i	14%
CSC1=NCCN1C(=O)C(C)(C)Oc1ccc(Cl)cc1	nt	-12%	-5%	-6%	nt	5%	nt	3%	-0.4%	nt	-7%

Additional structures follow:
SMILES	4MU fluor	Ub-GFP proteasome	ERK AVP inh	FLuc inh	Fluorescein autfl	Epigenetic mod	Texas Red fluor	Hsp90 Hop PPI	HBB splicing	A350 autofl	CRE-bla Fsk
Cn1c(=O)c2c(nc(NCc3ccco3)n2CCc2ccccc2)n(C)c1=O	i	nt	nt	0%[25.5 µM]	i	2%[20.6 µM]	i	nt	nt	i	nt
CC1=CC(C)(C)Nc2cc(C)c(C)cc21	2.7e-08M*	0%	-19%	2%	i	1%	i	-13%	nt	2.5e-08M*	-4%
Clc1ccc(Cc2nn3c(-c4ccncc4)nnc3s2)cc1	i	-2%	6%	1%	i	-5%	i	-3%	-1.8%[57.5 µM]	?	4%
CCn1c(=O)n(CC)c2cc(S(=O)(=O)N3CCOCC3)ccc21	i	8%	-10%	1%	?	0%	i	-3%	1.8%	i	17%
CN1CCc2nc(N)nc(-c3nc(N)nc4c3CN(C)CC4)c2C1	1.3e-07M*	-4%[9.17 µM]	-10%[11.5 µM]	2%[11.4 µM]	i	2%[9.22 µM]	?	1%[11 µM]	1.1%[9.22 µM]	1.2e-07M*	5%[7.6 µM]
Cc1noc(C)c1-c1cncnc1N(C)Cc1ccco1	i	10%	4%	1%[2.29 µM]	?	3%[9.22 µM]	i	-4%	1.2%	i	1%
COc1ccc(NC(=O)c2cccc(NC(=O)C3C4CC5OC(=O)C3C5C4)c2)c(OC)c1 (stereo unspecified)	i	4%	-9%	-6%	i	-1%	?	-2%	-0.2%	i	3%
Cc1nc2ccccc2n1CC(=O)N1CC(=O)Nc2ccccc21	i	-3%	4%	2%	i	1%	i	1%	nt	i	-1%
CCOC(=O)c1sc(NC(=O)COC(=O)Cn2cnc3ccccc32)c(C(=O)OCC)c1C	i	-1%	?	2%	i	-2%	i	-3%	-0.2%[57.5 µM]	i	?
Cc1cccc(N2CCN(C(=O)CCNS(=O)(=O)c3ccc4c(c3)CCC(=O)N4)CC2)c1C	i	3%	25µM*	-1%	i	-1%	i	-4%	0.1%	i	-10%
C=CCOc1cccc(C2C(C(=O)c3ccc(C)o3)=C(O)C(=O)N2CCN(C)C)c1 (stereo unspecified)	i	-1%	1%	0%	i	8%	?	0%	nt	?	-8%
CCCC(=O)Nc1nn(CCC)c2nc3ccccc3cc12	4.6e-08M*	nt	nt	-2%[25.5 µM]	?	-7%[20.6 µM]	i	nt	nt	5.3e-08M*	nt
Cc1nc(SCC(=O)Nc2ccc(F)cc2)c2oc3ccccc3c2n1	i	nt	-5%	1%	i	0%	?	1%	1.5%[0.369 µM]	i	0.63µM*
CC(C)CN1CCCC2(CCN(S(=O)(=O)c3ccccc3)CC2)C1	i	0%	-6%	3%[11.4 µM]	i	0%[9.22 µM]	i	-5%	0.3%	i	-5%
O=C(CN1CCCCC1)Nc1ccccc1NC(=O)CN1CCCCC1	i	1%	-31%	4%	i	-3%	i	-2%	-1.4%	?	-9%
Cc1cc(NCCOCCO)n2ncc(-c3ccc(Cl)cc3)c2n1	3.3e-08M*	-2%	-8%	6.3µM*	i	-1%	i	7%	-0.2%[57.5 µM]	3.9e-08M*	7.9µM*
COC(=O)c1nc(N)sc1-c1ccccc1	?	-4%	8%	3%	i	0%	i	0%	-1.8%[1.84 µM]	?	?
Cc1cc(C)c2c(CN3CCN(C/C=C/c4ccccc4)CC3)cc(=O)oc2c1	3.4e-08M*	0%	-15%	3%	?	3%	i	-12%	3.6%	4.2e-08M*	?
Cc1cccc(-c2noc(CN(C(=O)c3c(-c4ccccc4Cl)noc3C)C(C)C)n2)c1	nt	-14%	11%	-1%	nt	nt	nt	-1%[2.3 µM]	-0.5%	nt	?
Cc1[nH]nc2c1C(c1ccccn1)N(c1ccc(Br)cc1)C2=O (stereo unspecified)	?	1%	-7%	-2%	?	0%	i	-3%	0.0%[57.5 µM]	?	-1%

Source: PubChem BioAssay
